Assay outcomes (PubChem BioAssay)
E coli growth: E. coli V3065 growth inhibition, primary screen, counter-screen for AddAB inhibitor project, absorbance, OD600; 18 h; inhibition, % at 11.9 µM; 330,000 tested, 0.27% active; AID 449728, 2010;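 active = inhibition above the campaign's mean inhibition across all tested compounds plus 3 SD, cut at about 9.9% in these data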;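 note: uninfected addAB+ strain grown without phage in ampicillin broth; 0% = DMSO wells and 100% = ciprofloxacin 0.95 µg/ml wells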
DAGLB inhibitor: DAGLB lipase inhibitors, primary screen, biochemical, fluorescence, HTS; Diacylglycerol lipase-beta (Homo sapiens), Q8NCG7; HEK293T DAGLB membrane lysate, EnzChek fluorogenic substrate; inhibition, % at 5.17 µM; 340,000 tested, 0.059% active; AID 504411, 2011; in the data active = inhibition above about 34%;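 note: 0% = enzyme with vehicle and 100% = wells lacking enzyme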
Target sequence (Q8NCG7 whole entry, looked up): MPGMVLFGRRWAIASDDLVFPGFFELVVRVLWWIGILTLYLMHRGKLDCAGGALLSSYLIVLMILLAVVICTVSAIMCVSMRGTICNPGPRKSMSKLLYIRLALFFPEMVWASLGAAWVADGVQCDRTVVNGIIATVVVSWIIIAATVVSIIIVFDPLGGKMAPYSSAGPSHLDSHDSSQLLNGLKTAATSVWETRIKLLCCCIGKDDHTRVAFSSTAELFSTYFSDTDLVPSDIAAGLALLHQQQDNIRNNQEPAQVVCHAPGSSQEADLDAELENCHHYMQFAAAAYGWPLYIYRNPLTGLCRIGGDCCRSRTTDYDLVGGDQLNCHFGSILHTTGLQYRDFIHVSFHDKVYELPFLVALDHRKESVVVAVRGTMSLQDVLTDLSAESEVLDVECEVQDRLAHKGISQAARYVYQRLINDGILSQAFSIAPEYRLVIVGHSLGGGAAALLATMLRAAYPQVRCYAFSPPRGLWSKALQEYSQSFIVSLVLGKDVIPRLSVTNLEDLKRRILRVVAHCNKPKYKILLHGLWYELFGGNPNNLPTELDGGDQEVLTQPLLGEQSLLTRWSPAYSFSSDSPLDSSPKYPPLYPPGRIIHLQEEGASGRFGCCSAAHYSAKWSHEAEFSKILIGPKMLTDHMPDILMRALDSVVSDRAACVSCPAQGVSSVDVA
Tat transport: E. coli Tat export inhibitors, primary screen, MC4100, TorA-mCherry reporter, fluorescence, single point. inhibition, % at 10 µM. AID 488895, 2010. 340,000 tested, 0.036% active;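 active = mean replicate inhibition at least 50% and at least half of replicates individually reaching 50%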;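 note: exported cargo escapes ClpAP degradation while cytoplasmic cargo is degraded and loses fluorescence; 0% = median of neutral control wells and 100% = median of NaSCN control wells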
PfHsp90 yeast 2: growth inhibition of PfHsp90-expressing yeast, primary screen, antimalarial PfHsp90 inhibitor project, S. cerevisiae, BacTiter-Glo luminescence, single point, set 2 | BacTiter-Glo ATP, 48 h; yeast lacking PDR1 and PDR3 efflux regulators | inhibition, % at 9.4 µM | AID 504621, 2011 | 310,000 tested, 0.32% active;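 active = every replicate shows inhibition above about 80%, whatever the replicate mean, limit read from the data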;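 note: 0% = DMSO neutral controls and 100% = 20 µM radicicol positive controls; yeast relying on Plasmodium falciparum Hsp90 in place of its own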
Rtt109 HAT inh: inhibitors of C. albicans Rtt109/Vps75 HAT, primary screen, biochemical, ThioGlo CoA-SH fluorescence, plate reader | inhibition, % at 34.9 µM | 330,000 tested, 0.16% active | purified Rtt109/Vps75, 4 h;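 active = inhibition of at least 50% in every replicate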
Target sequence (Q5AAJ8 whole entry, looked up): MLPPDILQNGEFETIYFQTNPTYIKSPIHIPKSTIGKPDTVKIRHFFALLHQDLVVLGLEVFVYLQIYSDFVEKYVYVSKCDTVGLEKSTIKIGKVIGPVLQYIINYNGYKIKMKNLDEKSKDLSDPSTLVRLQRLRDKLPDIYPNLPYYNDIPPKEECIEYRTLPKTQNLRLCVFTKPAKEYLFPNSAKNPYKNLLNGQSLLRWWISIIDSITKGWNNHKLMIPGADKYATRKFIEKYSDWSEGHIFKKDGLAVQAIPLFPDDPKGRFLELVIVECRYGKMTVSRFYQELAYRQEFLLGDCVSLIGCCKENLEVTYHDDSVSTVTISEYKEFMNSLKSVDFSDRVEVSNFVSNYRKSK
phage Ecoli inh: growth loss of phage-infected E. coli, primary screen, RecBCD inhibitor project, absorbance, with phage, HTS. inhibition, % at 11.9 µM. 360,000 tested, 0.26% active. AID 651602, 2012; in the data active = inhibition above about 11%
PvdQ inh: P. aeruginosa PvdQ acylase inhibitors, primary screen, biochemical, fluorescence, plate reader and imaging, single point; PvdQ acylase [Pseudomonas aeruginosa LESB58]; purified PvdQ acylase; inhibition, % at 10 µM; 340,000 tested, 0.063% active; AID 488965, 2010; in the data active = inhibition above about 30%, passing the limit was not always enough;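 note: 0% = vehicle neutral wells and 100% = reference inhibitor wells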
CAL PDZ inh: CAL PDZ peptide-binding inhibitors, primary screen, biochemical, fluorescence polarization, Cer-tagged CAL PDZ, HTS; Golgi-associated PDZ and coiled-coil motif-containing protein (Homo sapiens), Q9HD26; AID 504414, 2011; 330,000 tested, 0.02% active; purified CAL PDZ, TMR-peptide fluorescence polarization, 1 h; inhibition, % at 20 µM;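 active = highest replicate inhibition of at least 40%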;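 note: plate controls were DMSO neutral control wells for no effect and unlabeled competitor peptide control wells for full effect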
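Assay system – tagged CAL PDZ protein CerCALP, purified · Timing – 1 h at RT · Compound – single point, 20 µM · Measured by – fluorescence polarization from S- and P-plane intensities, G-factor corrected · Evaluation – inhibition from polarization loss · Probe or stimulus – TMR reporter peptide T*-PRC34 · Buffer or medium – pH 7.4 phosphate-saline buffer, reducing agent, detergent, IgG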
Wnt act: Wnt/beta-catenin pathway activators, primary screen, cell-based, plate reader, single point | Wnt/beta-catenin reporter cell assay, activator | activation, % at 9.35 µM | 300,000 tested, 1.2% active; in the data active = activation above about 30%, passing the limit was not always enough;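 note: 0% = neutral control wells and 100% = positive control wells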
AddAB inh: growth inhibition of E. coli expressing H. pylori AddAB, primary screen, AddAB inhibitor project, absorbance; inhibition, % at 11.9 µM; 330,000 tested, 0.29% active; AID 435030, 2010; in the data active = inhibition above about 12%;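 note: 0% = vehicle wells of infected cells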
An asterisk follows results filed as active; / = no result given.

SMILES	E coli growth	DAGLB inhibitor	Tat transport	PfHsp90 yeast 2	Rtt109 HAT inh	phage Ecoli inh	PvdQ inh	CAL PDZ inh	Wnt act	AddAB inh
COc1ccc(OC)c(NS(=O)(=O)c2cccs2)c1	-0.3	-1	6	-21	-3	0.9	-6	-0.2	/	0.2
Cc1cc(C)nc(NC(=O)c2cccs2)n1	-1.1	-1	-2	-1	2	2.5	-21	-2.0	2	1.0
Cc1c(Br)cc(C(=O)N2CCN(CCO)CC2)c(C)c1C	-1.2	-2	-17	/	-1	2.3	-18	/	/	2.1
O=C1CC(N2CCN(Cc3ccc4c(c3)OCO4)CC2)C(=O)N1c1ccccc1 (stereo unspecified)	1.1	-1	5	/	-1	/	-16	-0.2	0	-1.7
CCN(CC)c1ccc(C2C3CCCCC3(O)CCN2CC(=O)Nc2ccccc2)cc1 (stereo unspecified)	-2.6	0	3	-60	5	2.8	-6	0.5	-1	0.3
CCC(NC(=O)c1cc(COc2ccc(F)c(F)c2)on1)c1ccncc1 (stereo unspecified)	/	-1	1	1	-6	2.2	-2	-2.9	6	/
COc1cc(/C=N/N2CCCCC2)cc(OC)c1O	-1.5	-2	0	-58	-15	1.8	-9	0.1	-1	-0.3
CCOc1ccc(NC(=O)CSc2nc3cccnc3n2CC)cc1	/	-3	-6	-1	-4	-0.1	-2	-0.1	/	/
Cn1nccc1C(=O)N/N=C/c1ccccc1[N+](=O)[O-]	-0.9	2	5	-3	-2	-0.5	-7	-0.7	41*	1.1
Cc1ccc([N+](=O)[O-])cc1N=Cc1ccc(Br)s1	-1.2	0	1	-15	-20	2.4	-11	-0.3	-4	1.1
CN(CC(=O)NNC(=O)Cc1ccccc1F)S(=O)(=O)c1ccc(Cl)cc1	0.3	-1	-5	/	-1	0.7	6	-3.1	-2	1.4
CCc1ccccc1OCC(=O)OCC(=O)c1c(N)n(C)c(=O)n(C)c1=O	0.4	2	7	26	1	2.2	-3	-3.4	-3	1.8
Cc1ccc(NC(=O)C(=O)NCCc2c[nH]c3ccccc23)cc1C	-3.9	4	2	4	-4	1.1	-13	-2.0	-1	-1.4
CCCn1nc(NC(=O)c2ccco2)c2cc3ccc(C)cc3nc21	0.9	-1	-3	-21	-8	2.7	0	-2.4	/	-1.0
C(=C\c1nc2ccccc2[nH]1)/c1ccccc1	-1.6	-1	4	78*	28	2.0	11	-3.5	/	0.6
CCc1ccccc1NS(=O)(=O)c1cccc2nsnc12	0.3	-3	0	1	3	-0.2	-2	-0.4	1	-2.7
COc1ccc(COCC(CC(C)C)N2CCN(C(=O)c3cccc(C(F)(F)F)c3)CCC2=O)cc1 (stereo unspecified)	1.4	-10	13	3	13	1.2	0	-0.7	1	0.2
CCOC(=O)c1c(NC(=O)c2ccccc2N(C)S(=O)(=O)c2ccccc2)sc2c1CCCC2	-0.8	-9	-1	4	-5	-3.5	1	0.9	-8	2.4
Cc1ccc(-c2c[n+](CC(=O)Nc3cc(=O)n(C)c(=O)n3C)c3n2CCC3)cc1	0.0	2	-6	5	-1	3.1	-3	-0.6	/	4.5
CCCC(=O)Nc1cc2c3c(c1)C(C)C(=O)N3CCC2 (stereo unspecified)	3.1	-1	4	6	0	1.6	-13	-0.3	-2	4.9
CCc1ccc(OCCNC(=O)c2cc(SC)ccc2Cl)cc1	0.1	-12	7	/	-3	0.9	-7	-1.7	-1	-0.3
O=S(=O)(NCc1ccncc1)c1ccc(S(=O)(=O)NCC2CCCO2)cc1 (stereo unspecified)	2.5	0	5	-2	-8	-0.2	-17	-1.6	-5	1.6
CCc1ccc2[nH]c3nc(SCC(=O)NCC4CCCO4)nnc3c2c1 (stereo unspecified)	/	-3	-8	-2	-2	1.9	2	-4.6	2	/
Cc1c(C(=O)N2CCc3ccccc3C2)oc2ccc(Br)cc12	-0.7	-21	3	19	-5	0.4	-2	-3.2	1	-0.5
COc1ccc(CCNC(=O)c2ccc3c(=O)n(Cc4ccco4)c(=S)[nH]c3c2)cc1OC	1.4	0	1	-12	-9	0.6	-13	/	/	1.6
O=C1CC(c2ccccc2)CC2=C1C=Nc1ccccc1N2 (stereo unspecified)	2.7	-1	-13	7	-14	2.7	5	-0.6	-10	1.1
Cc1nnc(NC(=O)C(C)Sc2nnc(CCNC(=O)c3ccccc3F)n2C)s1 (stereo unspecified)	-0.3	-2	-3	-22	3	1.1	-11	-0.8	-1	3.4
CCC(CO)Nc1ccc(-c2nn(C)c(=O)c3ccccc23)cc1[N+](=O)[O-] (stereo unspecified)	0.9	5	7	8	3	2.9	-2	-2.9	-4	1.4
CC(=O)c1cc(F)ccc1OCC(=O)Nc1ccc2c(c1)OCO2	0.0	-9	-12	-24	3	1.9	-16	-0.2	53*	-0.2
Cc1ccc(C(=O)COC(=O)CNC(=O)CNC(=O)c2ccc(C)cc2)cc1	-1.3	-2	0	-5	-6	0.1	-6	-0.6	-3	0.0
Brc1cc(Br)c(Oc2cc(Br)c(Br)cc2Br)cc1Br	2.1	1	0	22	4	2.1	-19	-0.8	-1	0.5
CCc1ccc(NC(=O)c2cc(S(=O)(=O)N3CCCC3)c[nH]2)cc1	2.4	-1	5	18	-15	/	-5	-1.7	-3	3.7
CCCN(CC(=O)Nc1ccccc1OC)C(=O)c1ccc(S(=O)(=O)Nc2ccccc2)cc1	-0.2	2	0	-11	-1	1.2	-10	-1.6	-2	1.5
COc1ccc(NC(=S)NNC(=O)c2ccccc2OC(F)F)cc1	1.4	1	-1	/	5	0.3	-2	/	/	0.4
N=C1C(c2nc3ccccc3s2)=C(O)CN1Cc1ccco1	4.6	1	-10	1	1	3.3	-15	-3.7	/	3.3
CCOC(=O)N1CCN(C(=O)c2ccc(-n3c(=S)[nH]c4ccccc4c3=O)cc2)CC1	2.2	-1	3	-3	/	0.1	-3	-1.9	2	1.1
CCN1C(Nc2ccccc2)=NC[C@@H]1CC(C)C	-0.9	1	-31	4	-20	4.1	-9	-0.4	0	2.8
N#C/C(=C/c1cccs1)c1ccccn1	1.0	-1	5	-43	-2	4.7	-9	-0.1	44*	5.2
O=C(COC(=O)c1ccc(O)cc1)Nc1cc(C(F)(F)F)ccc1Cl	1.4	-3	-1	-22	-6	4.2	-17	-1.4	-1	-0.3
CCOc1ccc(CCNS(=O)(=O)c2ccc3c(c2)NC(=O)CC(=O)N3)cc1OCC	-1.4	4	-4	4	/	0.2	4	-0.6	-1	0.5

Some of the entries above in a different format.
canonical_smiles,E coli growth,DAGLB inhibitor,Tat transport,PfHsp90 yeast 2,Rtt109 HAT inh,phage Ecoli inh,PvdQ inh,CAL PDZ inh,Wnt act,AddAB inh
CC(=O)c1cc(F)ccc1OCC(=O)Nc1ccc2c(c1)OCO2,0.0,-9,-12,-24,3,1.9,-16,-0.2,53*,-0.2
CCc1ccc(NC(=O)c2cc(S(=O)(=O)N3CCCC3)c[nH]2)cc1,2.4,-1,5,18,-15,/,-5,-1.7,-3,3.7
CCN1C(Nc2ccccc2)=NC[C@@H]1CC(C)C,-0.9,1,-31,4,-20,4.1,-9,-0.4,0,2.8

(further entries)
SMILES	E coli growth	DAGLB inhibitor	Tat transport	PfHsp90 yeast 2	Rtt109 HAT inh	phage Ecoli inh	PvdQ inh	CAL PDZ inh	Wnt act	AddAB inh
Cc1cc(C)nc(SCC(=O)Nc2ccccc2[N+](=O)[O-])n1	0.6	-2	19	-20	23	3.6	8	-1.7	/	3.5
CCc1cccc(OCC(=O)Nc2cc(S(=O)(=O)N3CCOCC3)ccc2N2CCCC2)c1	-1.8	-3	9	-12	-5	0.2	-13	-1.4	0	0.9
Cc1sc2c(c1C)C(=O)NC(c1ccccc1F)N2 (stereo unspecified)	0.8	0	-3	-23	5	0.6	-10	-0.5	32*	1.0
CCN(C(=O)CSc1nnc(-c2ccccc2)n1C)C1CCS(=O)(=O)C1 (stereo unspecified)	-0.1	-1	-3	-29	1	1.1	-12	20	-1	2.4
CC1CCCCC12NC(=O)N(CC(=O)N1CCN(c3ncccn3)CC1)C2=O (stereo unspecified)	-1.6	1	-8	21	1	3.2	-13	-0.8	1	0.1
COc1cc(OC)cc(C(=O)NCC2CCCN(C(=O)c3oc(C)cc3C)C2)c1 (stereo unspecified)	-0.5	1	2	-2	-5	-3.2	-14	-0.5	-3	-0.6
Cc1ccc2[nH]c(=O)c(CN(Cc3ccco3)C(=O)c3ccncc3)cc2c1	-0.4	2	-2	-4	-6	0.9	2	0.3	-21	-0.5
CCOc1ccc(NC(=O)CCNS(=O)(=O)c2ccc3c(c2)CC(C)N3C(C)=O)cc1 (stereo unspecified)	-2.7	3	-3	0	-3	-0.6	-11	-2.6	-1	1.2
COc1ccc2ccccc2c1/C=N/Nc1ccc(Cl)c(C(=O)O)c1	-0.8	2	-1	9	9	1.5	0	-0.9	2	-1.5
Nc1cc(=O)[nH]c(N2CCN(c3ccccc3)CC2)n1	-1.3	-1	-19	10	3	6.4	11	1.1	-4	0.3
CNC(=O)NC(=S)NC(=O)c1ccc(OC)cc1	-2.5	1	-6	15	9	1.0	-9	-0.3	/	-1.0
CCn1c(NN)nc2sc3c(c2c1=O)CCC3	-3.8	-3	-2	1	3	3.5	-4	-0.1	/	5.2
CCC[N+]1(CC#CC2(O)CCCCC2)CCOCC1	1.4	1	0	0	9	5.3	-8	-1.4	0	-0.2
CCN(c1ccccc1)S(=O)(=O)c1ccc(OC)c(NC(=O)C2=NN(c3ccccc3)C(=O)CC2)c1	/	0	19	-13	11	-2.2	-4	-1.3	-2	/
CC(C)CC(NC(=O)C(NC(=O)C(Cc1ccc(OCc2ccccc2)cc1)NC(=O)OC(C)(C)C)C(C)C)C(N)=O (stereo unspecified)	0.1	-2	-6	-1	0	2.7	-7	-1.1	-6	2.7
O=C(N/N=C/c1cc(Cl)cc([N+](=O)[O-])c1O)C1CC1	-3.1	13	12	-57	8	1.1	-2	-0.3	0	3.0
COc1ccc(Nc2nnc(SC(C(=O)Nc3cc(C)ccc3C)c3ccccc3)s2)cc1 (stereo unspecified)	-2.5	1	-10	-20	0	3.3	1	-1.8	-8	-1.3
CC1(C)CC(=O)c2cnc(N3CCc4ccccc43)nc2C1	-0.2	-10	6	3	2	1.7	11	-2.4	39*	0.3
Cc1ccc(S(=O)(=O)NCC(c2ccco2)S(=O)(=O)c2ccccc2)cc1 (stereo unspecified)	-0.4	0	6	/	-1	3.4	-7	-2.5	-2	4.4
Cc1ccc(C)c(OCCCCN2CCNCC2)c1C	2.4	3	-14	14	3	3.4	-9	5.4	-3	2.0
COc1ccc(OC)c(CNC(=O)CCC(=O)N2Cc3ccccc3Oc3ncccc32)c1	-1.9	4	-4	3	-2	-1.2	-10	-3.8	0	2.9
CCC(CC)c1nnc(NC(=O)C2CCN(C(=O)c3ccco3)CC2)s1	0.2	0	2	14	-2	2.1	-7	-1.4	1	1.7
